Assay outcomes (PubChem BioAssay)
PfHsp90 yeast 2 = growth inhibition of yeast expressing Plasmodium Hsp90; inhibition, % at 9.4 µM; S. cerevisiae expressing PfHsp90, BacTiter-Glo ATP, 48 h; yeast lacking PDR1 and PDR3 efflux regulators; 310,000 tested, 0.32% active;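 active means every replicate shows inhibition above about 80%, whatever the replicate mean, limit read from the data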;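 further: 0% = DMSO neutral controls and 100% = 20 µM radicicol positive controls; yeast relying on Plasmodium falciparum Hsp90 in place of its own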
HTR5A ag ctr = activates human HTR5A in OPRM1-OPRD1 agonist counter-screen; P47898; HTR5A agonist assay, luminescence, cell-based; activation, % at 9.3 µM; 340,000 tested, 0.61% active; AID 504692; in the data active means activation mostly above about 9.5%, no sharp cut-off; inactive means mostly below about 7.6%;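 further: 0% = cells with vehicle only and 100% = reference agonist; strong numbers were not always called active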
DSG3 Ab inh = inhibitors of pemphigus antibody binding to human desmoglein-3; P32926; binding (percent of control), % at 10 µM; DSG3-coupled beads, scFv-anti-DSG3-GFP binding, flow cytometry; hits give low values; 310,000 tested, 0.48% active; AID 588358;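 active means binding more than 3 SD below its plate's average and above zero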;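 further: hits lower antibody fragment binding to DSG3; some compounds called inactive have numbers as strong as hits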
Target sequence (P32926 whole entry, looked up, the tested form may be a part): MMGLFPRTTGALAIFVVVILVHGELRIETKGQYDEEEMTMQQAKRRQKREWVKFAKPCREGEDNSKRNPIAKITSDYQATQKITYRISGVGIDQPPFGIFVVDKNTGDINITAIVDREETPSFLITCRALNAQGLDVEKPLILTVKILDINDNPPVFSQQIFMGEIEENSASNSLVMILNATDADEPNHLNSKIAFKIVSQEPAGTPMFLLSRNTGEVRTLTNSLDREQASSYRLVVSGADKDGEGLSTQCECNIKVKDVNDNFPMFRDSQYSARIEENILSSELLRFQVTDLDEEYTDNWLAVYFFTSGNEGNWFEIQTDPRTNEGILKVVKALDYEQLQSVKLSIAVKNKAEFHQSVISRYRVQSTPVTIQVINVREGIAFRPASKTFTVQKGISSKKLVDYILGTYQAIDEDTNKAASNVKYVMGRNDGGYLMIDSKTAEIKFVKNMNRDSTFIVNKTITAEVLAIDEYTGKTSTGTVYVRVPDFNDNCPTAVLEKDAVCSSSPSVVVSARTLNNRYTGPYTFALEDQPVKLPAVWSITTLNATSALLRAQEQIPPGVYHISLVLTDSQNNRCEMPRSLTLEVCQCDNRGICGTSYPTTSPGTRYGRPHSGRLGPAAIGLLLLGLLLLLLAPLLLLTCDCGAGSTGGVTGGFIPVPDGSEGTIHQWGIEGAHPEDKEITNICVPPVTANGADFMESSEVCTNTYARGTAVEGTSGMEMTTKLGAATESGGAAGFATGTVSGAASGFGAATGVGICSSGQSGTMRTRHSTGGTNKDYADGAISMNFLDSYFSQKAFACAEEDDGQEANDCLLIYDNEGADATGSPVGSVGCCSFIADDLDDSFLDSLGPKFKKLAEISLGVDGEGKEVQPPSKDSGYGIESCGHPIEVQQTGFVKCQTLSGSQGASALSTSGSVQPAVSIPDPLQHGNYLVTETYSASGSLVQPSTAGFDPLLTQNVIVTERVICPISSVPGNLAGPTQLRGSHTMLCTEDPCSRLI
MOR-DOR ag = agonists of human mu-delta opioid receptor heterodimerization. P35372+P41143. cells, OPRM1-OPRD1 heterodimerization, luminescence. activation, % at 9.3 µM. 340,000 tested, 0.3% active. AID 504326; in the data active means activation above about 18%;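 further: 0% = vehicle-treated cells and 100% = reference agonist; values of inactives mirror those of a sister screen read the other way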
phage Ecoli inh = E. coli growth loss with phage present; inhibition, % at 11.9 µM; 360,000 tested, 0.26% active; growth absorbance; in the data active means inhibition above about 11%
SUMO Mot1 rescue = SUMOylation pathway inhibition by Mot1-301 growth rescue. AID 2716. S. cerevisiae Mot1-301 growth rescue, ATP luminescence, 38.5C; percent above DMSO median, 100 means doubled. 320,000 tested, 1% active. growth rescue, % at 18.8 µM;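 active means every valid replicate shows activation above 250% relative to neutral control wells; inactive means the rest, any valid replicate at or below 250%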;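 further: OY570 slx delta 5 strain wells were the positive control but not used for scaling; some compounds called inactive have numbers as strong as hits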
PKA-R1A act = activators of PKA-R1A complex; P00514+P68181; 340,000 tested, 0.083% active; activation, % at 11.4 µM; PKA-R1A dissociation, Cy5-IP20 fluorescence polarization; scaled: DMSO 0%, 113 µM cGMP 100%; AID 504707;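 active means percent activation above the mean of all tested compounds plus 3 SD, cut at about 19% in these data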;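 further: higher means more PKAc released from R1A so a rise in polarization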
AddAB inh = less growth of phage-infected E. coli with AddAB; E. coli expressing H. pylori AddAB, absorbance growth; inhibition, % at 11.9 µM; 330,000 tested, 0.29% active; in the data active means inhibition above about 12%;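 further: 0% = vehicle wells of infected cells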
MOR-DOR inv ag = inverse agonists of human mu-delta opioid receptor heterodimerization; 340,000 tested, 0.21% active; inhibition, % at 9.3 µM; cell-based MOR-DOR heterodimer luminescence, inverse agonism; P35372+P41143; in the data active means inhibition above about 22%, passing the limit was not always enough;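 further: 0% = cells with DMSO and 100% = wells without cells with DMSO; values of inactives mirror those of a sister screen read the other way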
E coli growth = counter-screen for AddAB inhibitors: E. coli growth inhibition; inhibition, % at 11.9 µM; E. coli V3065 growth, OD600 absorbance, 18 h; AID 449728; 330,000 tested, 0.27% active;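 active means inhibition above the campaign's mean inhibition across all tested compounds plus 3 SD, cut at about 9.9% in these data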;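 further: uninfected addAB+ strain grown without phage in ampicillin broth; 0% = DMSO wells and 100% = ciprofloxacin 0.95 µg/ml wells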
HTR5A inv ctr = counter-screen for OPRM1-OPRD1 inverse agonists: human HTR5A inverse agonism. P47898. HTR5A cell line, luminescence. inhibition, % at 9.3 µM. 340,000 tested, 0.083% active; in the data active means inhibition mostly above about 23%, no sharp cut-off; inactive means mostly below about 18%;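 further: 0% = cells with DMSO and 100% = no-cell wells with DMSO; some compounds called inactive have numbers as strong as hits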
Starred values were filed as active, the others as inactive; / = no result given.

SMILES | PfHsp90 yeast 2 | HTR5A ag ctr | DSG3 Ab inh | MOR-DOR ag | phage Ecoli inh | SUMO Mot1 rescue | PKA-R1A act | AddAB inh | MOR-DOR inv ag | E coli growth | HTR5A inv ctr
CC(=O)N=Nc1[nH]c(N)c2ccccc12 | 10.7 | -3.3 | 94.9 | 0.7 | 3.7 | -12.8 | -2.9 | 2.8 | -5.0 | 0.2 | 9.0
O=C(c1ccc(Cl)c(S(=O)(=O)N2CCCCCC2)c1)N1CCN(c2ccccc2O)CC1 | 9.1 | 1.1 | 86.8 | 0.4 | 1.8 | -3.0 | -10.6 | -0.2 | -1.9 | -1.3 | -2.7
O=C(CCCN1C(=O)c2cccnc2C1=O)Nc1ccc(Br)cc1 | -2.3 | 1.3 | 95.2 | -2.3 | 0.2 | -10.0 | -11.0 | 5.8 | 10.6 | -1.1 | -3.5
O=c1[nH]c(=O)c2nnc(N/N=C/c3ccccc3F)nc2[nH]1 | -8.7 | 3.7 | 107.8 | -2.8 | 2.1 | -3.7 | 4.4 | -1.4 | 15.0 | 2.3 | -30.8
CC1CCN(CCC(=O)Nc2ccc3c(c2)CCC3)CC1 | -5.4 | -2.0 | 97.8 | 0.0 | 0.1 | 17.5 | -3.7 | 2.0 | 0.1 | 4.8 | -5.2
O=C(COc1ccc(S(=O)(=O)NCc2ccccc2)cc1)NCc1cccnc1 | 8.2 | -0.3 | / | 0.7 | 0.2 | / | 0.5 | / | -4.2 | / | 0.7
CSc1ccccc1NC(=O)c1c(C)noc1C | 2.5 | 0.0 | 100.9 | 2.4 | 3.4 | -6.6 | -6.2 | 0.9 | -13.9 | -1.3 | 15.9
CSCCC(NC(=O)c1ccccc1Cl)C(=O)OCC(=O)N1CCCC1=O (stereo not given) | -6.4 | 2.0 | 103.5 | 1.5 | 3.4 | / | -4.2 | 2.5 | -10.3 | -0.7 | -5.2
O=C(NCc1ccccn1)Nc1ccccc1F | -2.2 | 0.1 | 108.3 | -1.1 | 2.9 | -22.3 | -15.4 | -0.2 | 3.5 | -0.8 | 4.6
O=C(NCCN1C(=O)S/C(=C\c2ccc(F)cc2)C1=O)c1cccc(S(=O)(=O)N2CCOCC2)c1 | 23.1 | -1.4 | 100.8 | 0.8 | 3.6 | 23.9 | 10.4 | -0.5 | -4.3 | 0.8 | 4.9
c1coc(Cn2nnnc2CN2CCN(C3CCCCC3)CC2)c1 | 2.6 | -0.5 | 91.8 | 1.2 | 2.7 | 7.3 | 1.9 | -0.1 | -7.1 | 0.5 | -46.2
CCCCN(CC)S(=O)(=O)c1ccc(C(=O)Nc2nnc(-c3ccccc3Cl)o2)cc1 | -45.4 | 2.6 | 74.7 | -3.8 | / | -10.0 | 0.7 | -4.3 | 20.2 | -2.5 | -10.5
CC[C@@H]1C=C(C(=O)O)[C@H](c2ccc(F)cc2)N1S(=O)(=O)c1ccc(C)cc1 | 6.7 | 1.9 | 96.8 | -2.9 | 0.9 | -25.3 | -3.7 | 1.2 | 13.7 | -2.3 | -6.7
COc1ccc(C(=O)Oc2ccc(/C=N/NC(=O)Cc3ccc([N+](=O)[O-])cc3)cc2)cc1 | 0.1 | 0.1 | 92.2 | 2.1 | 0.7 | 7.9 | 4.8 | 2.2 | -12.7 | 1.2 | -0.4
COc1c(Cl)cc(-c2noc(C)c2C(=O)NCc2ccccc2)cc1Cl | 11.4 | 2.6 | 100.7 | 3.2 | 1.1 | 266.4 | -1.1 | 1.9 | -16.0 | -2.1 | -7.6
CCc1nnc(SCC(=O)N2CCCc3ccccc32)nc1CC | -5.5 | 1.5 | 101.2 | -2.6 | 1.6 | 5.5 | -0.7 | 5.0 | 15.6 | -1.0 | -1.8
FC(F)(F)c1nc(-c2cccnc2)ncc1-c1nnnn1-c1ccccc1 | / | 1.4 | / | 5.7 | 2.7 | 6.4 | -1.8 | 4.1 | -33.8 | 0.2 | -3.6
O=C(c1ccc([N+](=O)[O-])cc1)N1CCc2ccccc21 | -6.5 | -4.2 | 113.3 | -2.3 | 1.4 | 44.7 | -4.5 | 2.0 | 12.2 | 0.2 | -1.0
C[C@H](NC(=O)[C@H]1N2C(=O)c3ccccc3C2SC1(C)C)C(=O)NCC1CCCO1 (stereo not given in full) | 15.5 | -5.0 | 103.7 | -0.8 | 1.3 | -12.1 | -2.8 | 1.7 | 4.2 | -1.1 | 15.5
Cc1[nH]nc2c1C(Cc1ccccc1)C(C#N)=C(N)O2 (stereo not given) | 6.3 | -1.7 | 84.5 | -1.3 | 0.5 | 8.2 | -5.8 | 1.9 | 7.5 | 1.4 | -29.0
CN(CCN(C)C(C)(C)C)C(=O)C(c1ccccc1)c1ccccc1 | 0.8 | 0.3 | / | -0.7 | 1.5 | -3.1 | 3.6 | 0.7 | 3.4 | -0.2 | -0.8
CCOc1ccc(CN2CCC(=O)NC2=O)cc1 | -17.3 | -0.5 | 86.2 | -1.0 | 2.9 | -0.7 | 3.2 | 3.7 | 5.1 | 0.2 | -7.2
CN(C)CCCNCC(=O)Nc1ccccc1N1CCOCC1 | / | -0.4 | 98.7 | -1.8 | 0.5 | -34.0 | 1.9 | 2.1 | 9.7 | -2.0 | -24.8
Cc1noc(C)c1S(=O)(=O)N1CCC(C(=O)NCCC2=CCCCC2)CC1 | -3.1 | 5.6 | 100.5 | -0.8 | 0.3 | 0.9 | -3.3 | 2.0 | 4.1 | 0.4 | 1.5
Cc1cc2c3c(c1C)C(=O)C(=O)N3C(C)(C)CC2C (stereo not given) | -37.6 | -3.5 | 93.6 | -0.3 | 2.9 | 0.3 | 0.7 | 1.9 | 2.4 | -0.8 | 9.8
COc1cccc(C(=O)n2c(SC)nc3cc4c(cc32)OCCO4)c1 | 15.1 | -0.5 | 102.4 | -0.5 | 2.4 | 6.1 | -1.3 | 2.5 | 2.6 | 1.2 | 1.6
CN(C)CCn1c(=S)[nH]c2ncccc2c1=O | -7.0 | -7.2 | 113.3 | -1.1 | 1.6 | / | -2.1 | 0.1 | 5.1 | -0.4 | 17.8
CCn1nc(C(C)C)cc1C(=O)N1CCCC(CO)(Cc2ccc(F)cc2F)C1 (stereo not given) | -24.7 | 0.1 | / | 0.7 | -0.7 | -17.7 | 5.6 | 1.5 | -3.4 | 2.1 | -0.3
CCCCn1c(N)c(N(CCC(C)C)C(=O)COC(=O)c2cccnc2SC)c(=O)[nH]c1=O | 4.6 | 2.5 | 100.7 | -0.2 | 2.3 | / | -3.4 | / | 1.1 | / | -6.4
Cc1cc(=O)oc2cc(OCC(=O)NCCCN3CCCC3=O)c(Cl)cc12 | -11.4 | 3.0 | 97.7 | -3.5 | 0.4 | -14.5 | -3.9 | 1.9 | 18.2 | 0.1 | 6.3
O=C(CC1C(=O)NCCN1CCCc1ccccc1)NCCc1ccccc1Cl (stereo not given) | 2.1 | -1.6 | / | 1.9 | 0.0 | 80.7 | -8.8 | 1.2 | -10.0 | -0.4 | 5.9
CCCSc1nc2c(c(=O)[nH]c(=O)n2C)n1C | 14.5 | 2.7 | 95.8 | -1.8 | 3.5 | -5.6 | -19.0 | -0.5 | 10.2 | -1.6 | -8.0
COc1ccc(-c2nnc(SCC(=O)c3[nH]c(C)c(C(C)=O)c3C)o2)cc1 | -18.2 | -0.5 | 98.1 | -0.1 | 2.4 | -22.9 | -0.2 | 0.6 | 0.5 | 0.0 | -19.9
CC(c1ccccc1)C1CC(=O)N(C2CCCCC2)C1=O (stereo not given) | -4.9 | -2.2 | 96.3 | 0.9 | 3.7 | 12.6 | -15.0 | 4.0 | -4.4 | 3.9 | 4.8
COc1ccc(OC)c(NC(=O)C2CCC(CNc3c(N4CCC(C)CC4)c(=O)c3=O)CC2)c1 (stereo not given) | -9.3 | 9.3 | 97.3 | 2.1 | -0.8 | 22.1 | -0.3 | 1.1 | -10.9 | -0.7 | -26.1
Cc1cccnc1NC(=O)CNC(=O)C12CC3CC(CC(Cl)(C3)C1)C2 | / | 0.8 | 102.7 | 0.7 | 2.9 | -14.7 | -13.8 | -1.2 | -4.3 | -0.4 | -3.9
CCCCOCCCNC(=O)N[C@H](C(=O)OC)C(C)C | -4.8 | 7.0 | 102.0 | -0.3 | 2.0 | -18.1 | -11.8 | 3.3 | 1.7 | -1.4 | -19.5
Cn1c(=O)c2c(nc(SC3C(=O)CC(C)(C)CC3=O)n2C)n(C)c1=O | 38.4 | -2.4 | 103.0 | -2.7 | 0.3 | 3.1 | -12.8 | 0.3 | 15.3 | -2.9 | -10.7
Cc1cc(C)c(C(=O)COC(=O)CCn2c(C)csc2=O)cc1C | 5.9 | 1.4 | 103.8 | -0.1 | 5.6 | -14.8 | -4.7 | -1.2 | 0.3 | 1.0 | -0.3
COCCn1nnnc1C(c1ccc(OC)cc1OC)N1CCN(c2ccccc2F)CC1 (stereo not given) | -3.0 | -2.6 | / | 1.2 | 2.1 | 237.0 | -2.9 | 1.5 | -5.4 | -5.0 | -2.8
COc1ccc(NC(=O)C(Sc2nnc3ccccn23)c2ccccc2)cc1Cl (stereo not given) | -4.0 | -1.6 | 97.9 | -0.4 | 2.4 | -7.1 | -10.3 | 3.5 | 2.2 | -1.9 | 10.4
NS(=O)(=O)c1cccc(NC(=O)COC(=O)CSCc2ccccc2)c1 | -2.7 | 3.6 | 106.3 | -1.7 | 1.3 | -8.0 | 5.8 | -0.2 | 6.4 | 3.3 | -4.6
Cc1ccccc1S(=O)(=O)Nc1nc2ccccc2nc1Cl | 15.2 | 4.1 | 104.8 | -2.2 | 3.1 | -0.1 | -8.8 | 1.6 | 10.4 | 1.8 | -8.5
CCOc1cc(NC(=O)C2CC2)c(OCC)cc1NC(=O)c1ccccn1 | -24.1 | 11.1 | / | 1.1 | 0.8 | 0.2 | -3.5 | 0.7 | -4.8 | 0.4 | -27.9
O=C(CN(Cc1cccs1)C(=O)CNS(=O)(=O)c1ccc(F)cc1)NCC1CCCO1 (stereo not given) | 0.8 | -4.5 | 101.9 | -1.4 | 2.7 | / | -12.2 | 0.8 | 7.2 | 1.9 | 11.1
O=S(=O)(Nc1cc(Cl)ccc1-n1cncn1)c1cc(Br)ccc1Br | 2.9 | -0.5 | / | -0.5 | 3.8 | -8.9 | 1.5 | 1.3 | 1.9 | -0.3 | -9.4
COC(=O)c1c(C)[nH]c(C)c1-c1ccccc1 | 40.1 | 12.8 | / | -0.5 | 0.6 | -10.1 | -20.6 | 2.1 | 2.9 | 3.3 | -35.3
Cc1c(C(=O)NC(C)CN2CCCCC2)oc2ccccc12 (stereo not given) | 3.9 | 0.6 | 107.8 | 4.3 | -0.4 | -18.8 | 5.0 | 1.8 | -22.9 | -0.7 | -7.9
S=C(NCc1cccs1)Nc1cc(Cl)cc(Cl)c1 | -23.7 | 7.6 | / | 5.2 | 7.2 | 13.7 | -8.3 | 10.4 | -26.1 | 7.6 | 11.6
O=C(c1ccc(OC2CCN(CCc3ccccc3)CC2)cc1)N1CCC[C@H]1CO | -1.4 | 12.6 | / | 0.7 | 1.4 | / | 6.5 | / | -3.5 | / | -3.9
